Screening data: PubChem, several laboratories
DUSP1 inh: human dual specificity phosphatase 1 inhibition; P28562; recombinant MKP-1, OMFP hydrolysis fluorescence; inhibition, %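 (compounds tested at a single concentration somewhere between 10 and 100 µM)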; 65,000 tested, 0.15% active;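 active means inhibition above about 50%, limit read from the data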;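 further: 0% = DMSO max control wells and 100% = wells with enzyme stopped by NaOH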
JNK3 inh: JNK3 (human) kinase inhibition. purified JNK3 kinase activity, HTS. inhibition, % at 8 µM. 60,000 tested, 0.61% active; in the data active means inhibition above about 17%;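 further: 0% = DMSO and 100% = reference inhibitor; many of its hits are not listed in these tables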
Target sequence (P53779 whole entry, looked up): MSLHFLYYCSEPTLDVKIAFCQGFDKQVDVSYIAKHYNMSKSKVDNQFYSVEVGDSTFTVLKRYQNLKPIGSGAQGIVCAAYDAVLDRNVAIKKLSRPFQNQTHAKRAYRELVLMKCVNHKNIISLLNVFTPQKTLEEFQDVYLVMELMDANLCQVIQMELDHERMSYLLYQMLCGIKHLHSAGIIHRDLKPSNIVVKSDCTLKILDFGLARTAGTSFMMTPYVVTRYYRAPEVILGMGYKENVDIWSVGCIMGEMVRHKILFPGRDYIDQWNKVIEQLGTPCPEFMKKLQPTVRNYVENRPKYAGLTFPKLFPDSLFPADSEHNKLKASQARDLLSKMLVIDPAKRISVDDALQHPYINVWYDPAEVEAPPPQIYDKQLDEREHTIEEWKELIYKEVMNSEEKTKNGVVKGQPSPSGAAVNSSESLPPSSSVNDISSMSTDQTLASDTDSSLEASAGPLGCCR
Cdc25B block: human M-phase inducer phosphatase 2 inhibition; P30305; recombinant Cdc25B, OMFP fluorescence Ex485/Em525; inhibition, %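 (compounds tested at 10 µM final in the well)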; 65,000 tested, 0.1% active; in the data active means inhibition above about 50%
FXIa inh mix: inhibitors of human coagulation factor XIa, pooled mixtures | inhibition, % at 5 µM | AID 680 | P03951 | purified FXIa, fluorogenic substrate | 62,000 tested, 0.19% active;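 further: each value is inhibition by a whole ten-compound pool holding the compound; 0% = enzyme with no mixture and 100% = wells lacking enzyme; strong numbers were not always called active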
MMP-13 inhibitor: MMP13 (human) collagenase inhibition; 65,000 tested, 0.07% active; MMP-13 fTHP FRET cleavage, Mca fluorescence; inhibition, % at 4 µM;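 active means inhibition above the mean of compound-free control plate wells plus 3 SD, cut at about 14% in these data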;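 further: 0% = DMSO wells and 100% = wells with reference MMP-13 inhibitor after basal subtraction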
Abs 340nm: compounds absorbing at 340 nm. compound absorbance at 340 nm, fold over control. fold change at 10 µM. 65,000 tested, under 10 active. AID 708;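 active means at 10 µM dose, initial 340 nm absorbance at least 2 fold that of control wells; inactive means change under 2 fold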;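 further: initial absorbance extrapolated from kinetic A340 decline of NADH oxidation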
FXIIa mix inh: factor XIIa (human) inhibition, mixture screen. 62,000 tested, 0.2% active. purified FXIIa, fluorogenic substrate, pooled mixtures. inhibition, % at 5 µM. P00748. AID 684;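 further: 0% = enzyme without compound and 100% = no enzyme blank; some results filed as inactive read as strong as hits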
Target sequence (P00748 20-372 limits assumed): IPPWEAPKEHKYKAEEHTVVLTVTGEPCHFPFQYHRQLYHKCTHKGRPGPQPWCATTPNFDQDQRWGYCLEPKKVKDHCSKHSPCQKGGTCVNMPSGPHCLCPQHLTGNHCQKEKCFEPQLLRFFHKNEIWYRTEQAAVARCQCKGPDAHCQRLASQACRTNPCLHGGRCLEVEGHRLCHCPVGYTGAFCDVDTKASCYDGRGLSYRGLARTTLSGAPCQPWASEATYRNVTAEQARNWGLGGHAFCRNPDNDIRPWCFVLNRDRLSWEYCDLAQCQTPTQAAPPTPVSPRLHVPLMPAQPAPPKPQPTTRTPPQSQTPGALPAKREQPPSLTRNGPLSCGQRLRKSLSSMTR
Target sequence (P00748 373-615 limits assumed): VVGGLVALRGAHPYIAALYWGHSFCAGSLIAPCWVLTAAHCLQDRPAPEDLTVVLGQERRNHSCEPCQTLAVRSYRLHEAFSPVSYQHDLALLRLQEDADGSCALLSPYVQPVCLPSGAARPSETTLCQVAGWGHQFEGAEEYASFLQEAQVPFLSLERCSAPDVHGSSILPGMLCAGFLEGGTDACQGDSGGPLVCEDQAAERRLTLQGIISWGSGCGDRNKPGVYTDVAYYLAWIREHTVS
Hsp90 inh: displaces geldanamycin probe from tumor Hsp90. P07900. NCI-N417 lysate Hsp90, Cy3B-geldanamycin FP displacement. inhibition, % at 30 µM. 64,000 tested, 0.35% active. AID 429;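 active means inhibition above 50%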;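 further: 0% = tracer plus lysate wells and 100% = tracer alone without lysate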
AP ELISA ortho: orthogonal test for alternative complement pathway inhibitors; 62,000 tested, 0.08% active; Human serum alternative complement pathway, LPS-coated ELISA, C3 deposition; tested in compound mixtures; inhibition, % at 5 µM;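 active means inhibition above 30% in each of the two pooled mixtures holding the compound, so the lower value exceeds 30%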;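 further: 0% = serum in Mg-EGTA without compound and 100% = EDTA serum blank; some compounds past the cut are filed as inactive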
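Test system: human serum complement alternative pathway, C3 deposition onto LPS / Medium: Mg2+-EGTA GVB++ buffer containing human serum at 1:15 dilution / Probe or stimulus: Plate-bound LPS / Times: 1 h at 37 °C / Signal: ELISA with HRP anti-human C3 antibody, TMB substrate, absorbance 450 nm / Measure: percent inhibition / Repeats: two pool placements per compound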
* hit, by the source's call; x = not tested or not shown; [ ] = another dose, or the depositor's remark. Unless noted, no stated cut-off is given here; in the data, active means inhibition above about 20% (passing the limit was not always enough); inactive means the rest. Rows are unselected. About 1.5% of those tested had a hit in this group.

Start of the data: the first five compounds (preview)
SMILES	DUSP1 inh	JNK3 inh	Cdc25B block	FXIa inh mix	MMP-13 inhibitor	Abs 340nm	FXIIa mix inh	Hsp90 inh	AP ELISA ortho
O=C(C1COc2ccccc2O1)N1CCOCC1 (stereo not given)	-4	1	-13	9	-6	1	12	0	20
CCn1c(SCC(=O)NCc2cccs2)nc2c1c(=O)n(C)c(=O)n2C	24	-3	3	8	6	1	4	1	2
CSc1cccc(NC(=O)CSc2nc3ccccc3o2)c1	-8	2	-9	-5	-3	0.99	1	0	-5
CCOc1ccc(C2=Nn3c(nnc3-c3ccccn3)SC2)cc1	-20	4	-4	x	8	1.1	x	3	x
CCN(CC)CCN1C(=O)Cn2c(C)c(C)c3cccc1c32	-16	-13	-19	10	4	1	-10	-2	5

Results, previewed entries included:
SMILES	DUSP1 inh	JNK3 inh	Cdc25B block	FXIa inh mix	MMP-13 inhibitor	Abs 340nm	FXIIa mix inh	Hsp90 inh	AP ELISA ortho
O=C(C1COc2ccccc2O1)N1CCOCC1 (stereo not given)	-4	1	-13	9	-6	1	12	0	20
CCn1c(SCC(=O)NCc2cccs2)nc2c1c(=O)n(C)c(=O)n2C	24	-3	3	8	6	1	4	1	2
CSc1cccc(NC(=O)CSc2nc3ccccc3o2)c1	-8	2	-9	-5	-3	0.99	1	0	-5
CCOc1ccc(C2=Nn3c(nnc3-c3ccccn3)SC2)cc1	-20	4	-4	x	8	1.1	x	3	x
CCN(CC)CCN1C(=O)Cn2c(C)c(C)c3cccc1c32	-16	-13	-19	10	4	1	-10	-2	5
COc1ccc(CNc2nc3c(c(C(F)(F)F)n2)CCCCC3)cc1	15	x	-10	-1	-14	1.1	4	x	11
CCOC(=O)c1cn2c3c(c(F)c(F)c(F)c3c1=O)SC(N1CCCC1)=N2	2	-8	-4	10	1	1.1	12	-6	13
Cn1c(C(O)c2ccccc2)nc(Cl)c1Cl (stereo not given)	10	-2	-9	-8	-2	1.1	15	1	18
COC(=O)C(C)Sc1nc2c([nH]c3ccccc32)c(=O)n1C (stereo not given)	12	x	-5	10	2	1.1	-4	x	7
O=C(COc1ccccc1)Nc1ccccc1N1CCN(c2ccc(F)cc2)CC1	-18	-4	4	7	-2	1.1	0	-1	16
O=C(O)CCC(C(=O)O)n1c(O)c(C2=c3ccccc3=NC2=O)sc1=S (stereo not given)	11	7	-9	6	5	1.1	-14	-7	10
O=C(NC1CCCc2ccccc21)C1CCN(c2nnc(-n3cccc3)s2)CC1 (stereo not given)	10	0	3	5	2	0.97	3	-2	4
CCC(C)n1c(SC(C)C#N)nc2ccccc2c1=O (stereo not given)	2	1	-5	2	-2	0.99	2	-6	7
Cc1[nH]nc2c1C1(CCN(Cc3ccccc3)CC1)C(C#N)=C(N)O2	12	1	2	-9	-6	1.1	2	3	-9
CCCn1c(-c2ccccc2)nc2c(=O)n(C)c(=O)[nH]c21	9	-4	-1	4	-270[fluorescence artefact?]	1.1	-3	-3	16
COc1cccc(-c2nc3ccc(O)cc3c(=O)o2)c1	-8	3	-6	1	4	1.1	9	-5	8
Cc1ccc(C(=O)NCc2ccc3c(c2)OCO3)cc1N1CCCC1=O	9	2	-3	6	1	1	5	-1	18
Cc1cc(C)nc(NC2=NCC(=O)N2CCc2c[nH]c3ccccc23)n1	2	6	-11	-15	-8	1	5	-5	23
Cc1cc(/C(O)=C2\C(=O)C(=O)N(CCN(C)C)C2c2ccncc2)ccc1OCc1ccccc1 (stereo not given)	-5	3	4	8	2	1.1	2	-4	7
COc1cc2nc(NCC3CCCO3)n3nc(-c4cccnc4)nc3c2cc1OC (stereo not given)	-12	4	-13	5	1	1.1	11	-3	-7
O=C(Nc1cccnc1)c1cc(-c2ccco2)on1	5	0	-11	8	-1	1	5	-2	9
C=CCN(C(=O)Nc1ccccc1)C1CC(=O)N(c2ccc(OC)cc2)C1=O (stereo not given)	6	-2	0	13	6	1	1	-3	17
CC(=O)c1ccc2c3c(cccc13)C(=O)N(c1c(C)nn(C)c1C)C2=O	-11	0	2	5	4	1	0	-6	10
Fc1ccccc1Cn1nnc2c(NCCc3ccccn3)ncnc21	10	-3	-9	5	1	1	-16	1	-4
COc1ccc(NC(=O)c2cc(CN3C(=O)c4ccccc4C3=O)ccc2OC)cn1	38	10	-3	5	-2	0.99	-1	-3	2
(next part)
SMILES	DUSP1 inh	JNK3 inh	Cdc25B block	FXIa inh mix	MMP-13 inhibitor	Abs 340nm	FXIIa mix inh	Hsp90 inh	AP ELISA ortho
CCCc1nc(SCC(=O)Nc2cc(C)on2)c2c(=O)n(C)c(=O)n(C)c2n1	2	0	-4	-7	1	0.99	4	-2	-1
NC(=O)C1CCN(S(=O)(=O)c2cccc(S(=O)(=O)N3CCCCC3)c2)CC1	-29	1	-8	6	0	0.99	4	-1	0
CCOC(=O)COc1ccc(C(=O)NC2CCCCC2)cc1	-10	5	-4	-2	6	1	4	-3	-13
COC(=O)c1ccc(NC(=O)Cn2nc(SC)n(N)c2=S)cc1	12	x	-10	-2	0	1	8	x	1
Cc1ccc2c(c1)nnn2C1CCN(C(=O)c2cccs2)CC1	-6	-11	3	3	8	1	4	-2	1
O=c1oc2ccccc2cc1-c1nc2ccccc2o1	-8	x	0	x	x	1.2	x	3	x
O=C1NC2(CCCC2)N=C1c1ccc(Cl)cc1	1	0	-10	2	2	1	-4	0	24
c1ccc(-n2ncc3c2ncn2c(CSc4nc5ccccc5s4)nnc32)cc1	5	-2	3	-6	1	1.1	3	-3	4
CCCCNC(=O)c1ccccc1NS(=O)(=O)c1ccc2c(c1)OCCO2	14	-2	-10	-6	-21	1.1	6	-1	11
Cc1cc(Cl)c(S(=O)(=O)NCCC(=O)O)cc1OCC(N)=O	-3	7	0	-1	12	1.1	6	5	-7
Cc1ccc(CN2CC(C(=O)Nc3ccc(S(=O)(=O)Nc4cc(C)nc(C)n4)cc3)CC2=O)cc1 (stereo not given)	30	3	-15	-8	0	0.99	3	-5	5
C=CCc1cccc(CNc2nc3ccccc3n2CC)c1O	-28	-6	-11	-1	-2	1	4	0	3
C=CCn1cnc2c(c1=O)c1nc3ccccc3nc1n2/N=C/c1cc(OC)c(OC)c(OC)c1	-42	2	-3	7	-3	1.2	-14	-3	6
CCS(=O)(=O)N1CCC(C(=O)NC2CCCCC2)CC1	1	-1	-6	-5	7	1	3	1	11
Cc1cccc(N2CCN(C(=O)Cn3ccc4ccccc4c3=O)CC2)c1C	6	1	-9	2	1	0.99	7	-6	11
COc1cccc(NC(=O)N2CCCC2C(=O)Nc2ccc3c(c2)OCO3)c1 (stereo not given)	8	x	-19	9	1	0.98	13	5	2
Clc1cccc(-c2nnc3sc(-c4ccc5c(c4)OCO5)nn23)c1	-9	-3	4	14	5	1.1	9	0	3
O=C(Nc1ccccc1C(=O)Nc1ccccc1C(=O)NCc1ccco1)c1ccco1	6	1	-10	0	-2	1.1	5	-6	14
Cc1cc(NC(=O)c2cc(-c3cccnc3)nc3c(C)c(C)ccc23)no1	17	-2	-5	1	-17	1.1	-16	-13	-7
CC1=CC(c2ccccc2)n2nc(N3C(=O)c4ccccc4C3=O)nc2N1 (stereo not given)	6	-1	-2	8	-16	1	-1	1	-4
CCCc1cc(=O)[nH]c(SCC(=O)NC(=O)OCC)n1	-2	-3	-5	1	1	1	-1	0	-4
COc1cc2c(C(=O)NCc3ccc(C)o3)cn(CC(C)C)c(=O)c2cc1OC	30	4	-2	-1	-9	0.99	6	-5	18
CC(C)(C)n1ncc2c(=O)n(CC(=O)NCCc3ccccc3)cnc21	-3	7	-11	-6	3	0.98	21	-3	-5
CCN(CC)CCCNC(=O)c1nn(-c2ccc(OC)cc2OC)c(=O)c2ccccc12	-1	-8	-5	17	1	1	-18	-3	-14
Cc1ccc2cc(C#N)c(SCC(=O)NCC3CCCO3)nc2c1 (stereo not given)	11	4	-11	10	-6	1	2	-6	1
Other results follow.
SMILES	DUSP1 inh	JNK3 inh	Cdc25B block	FXIa inh mix	MMP-13 inhibitor	Abs 340nm	FXIIa mix inh	Hsp90 inh	AP ELISA ortho
Cc1cnc(C(=O)OCC(=O)Nc2cc(Cl)cc(Cl)c2)cn1	8	x	-1	12	2	1	-18	x	8
CCC1CCCCN1C(=O)Cn1c(=O)n(CCC(=O)NCc2ccco2)c(=O)c2sccc21 (stereo not given)	-6	0	-21	5	-4	0.99	4	-3	13
CC1(C)Cc2c(sc3nc4n(c(=O)c23)CCC4)CO1	-15	4	-22	x	0	1	x	-8	x
CCc1cc2cc(C)ccc2nc1SCC(=O)N1CCN(C(=O)c2ccco2)CC1	6	-4	-19	1	3	1.1	3	-1	9
CN=CC1=C(O)CC(C)(C)CC1=O	-7	1	7	2	3	1	3	2	-19
Cc1ccc(N2C(=O)[C@@H]3[C@H](C2=O)C2CCCN2[C@@H]3C(=O)c2ccccc2)cc1 (stereo not given in full)	10	-4	27	x	0	1	x	-7	x
COc1ccccc1C1C2=C(N=C3SCC(=O)N31)c1ccccc1CC2 (stereo not given)	18	3	8	-5	0	1	-14	-4	24
O=C1CC(c2ccsc2)c2cc3c(cc2N1)OCCO3 (stereo not given)	-11	3	0	0	5	0.99	7	-1	2
COc1cccc(OCCOCCNCCO)c1	2	5	-1	5	1	1	8	-1	-1
CCOC(=O)c1c(C2CC2)csc1NC(C)=O	-9	0	-22	-2	-2	1.1	2	1	12
COc1ccc(NC(=O)CN(c2cc(C)cc(C)c2)S(=O)(=O)c2c(C)noc2C)cc1	-3	2	-7	1	4	1	1	4	11
CC(C)Cc1nc2oc3c(N4CCN(CCO)CC4)ncnc3c2c2c1CCCC2	24	-4	-4	4	-5	1	7	1	3
Oc1ccccc1-c1cc(C(F)(F)F)[nH]n1	12	-1	-5	1	-8	1	13	-5	3
CS(=O)(=O)N(CC(=O)N1CCN(c2cccc(Cl)c2)CC1)c1cccc(F)c1	8	-4	2	9	-1	0.98	-5	1	12
COC(=O)c1ccccc1N(C)S(C)(=O)=O	5	x	-6	2	-1	1.1	-2	-5	27
Cc1cccc(NC(=O)C2CCN(S(=O)(=O)c3c(C)nn(C)c3C)CC2)n1	12	2	-7	5	5	1	2	1	30
O=C(CSc1nccc(=O)[nH]1)Nc1ccc(F)c(Cl)c1	-1	-3	-13	1	3	1	1	-12	1
CCc1cccc(C)c1NC(=O)CSc1nnc(-c2ccco2)n1N	-10	-3	-3	3	4	1	-10	-2	11
CCN1CCN(S(=O)(=O)c2cc(OCC(=O)NC3CCCCC3)c(C)cc2Cl)CC1	5	3	-12	10	2	1.1	2	-2	-1
O=C(CSc1nnnn1-c1ccc(Cl)cc1)N1CCc2ccccc2C1	24	0	-5	7	-1	1	3	-4	6
O=C(O)c1ccc(S(=O)(=O)c2ccc3c(c2)C(=O)N(Cc2ccco2)C3=O)cc1	19	-3	-7	-6	5	1	7	-14	-1
O=C1c2ccccc2C(O)N1Cc1ccco1 (stereo not given)	16	-2	-6	-13	2	1	-18	0	-2
CC(=O)c1sc2nc(-c3cccs3)cc(C(F)(F)F)c2c1N	-12	0	-3	6	-56	1.1	7	-3	18
COc1ccc(N2C(=O)CSC23CCCCC3)cc1	-3	3	-13	5	0	1	-5	-2	16
COc1cc(C2C(C(=O)c3ccco3)=C(O)C(=O)N2CCc2ccccc2)ccc1O (stereo not given)	12	x	0	8	7	1.2	30	x	1
CN1CCN(C(=O)c2ccc3c(c2)N(Cc2cccc(Cl)c2)C(=O)c2ccccc2S3=O)CC1 (stereo not given)	6	-2	-8	8	0	1.1	-15	-4	8
O=C(NCC1CCCO1)c1cc(-c2ccco2)nc2ccccc12 (stereo not given)	8	-5	10	7	8	1.2	-11	-2	3
